PABP1 MLLE inh – blocks PAM2 peptide binding to the PABP1 MLLE domain. P11940. GST-MLLE / FITC-PAM2 fluorescence polarization. inhibition, % at 20 µM. hit rate 0.36% among 360,000. AID 588489; in the data active = inhibition above about 35%, passing the limit was not always enough;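 also: plate controls were DMSO wells with GST-MLLE for no effect and wells lacking GST-MLLE protein for full effect; some results filed as inactive read as strong as hits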
Target sequence (P11940 whole entry, looked up, the tested form may be a part): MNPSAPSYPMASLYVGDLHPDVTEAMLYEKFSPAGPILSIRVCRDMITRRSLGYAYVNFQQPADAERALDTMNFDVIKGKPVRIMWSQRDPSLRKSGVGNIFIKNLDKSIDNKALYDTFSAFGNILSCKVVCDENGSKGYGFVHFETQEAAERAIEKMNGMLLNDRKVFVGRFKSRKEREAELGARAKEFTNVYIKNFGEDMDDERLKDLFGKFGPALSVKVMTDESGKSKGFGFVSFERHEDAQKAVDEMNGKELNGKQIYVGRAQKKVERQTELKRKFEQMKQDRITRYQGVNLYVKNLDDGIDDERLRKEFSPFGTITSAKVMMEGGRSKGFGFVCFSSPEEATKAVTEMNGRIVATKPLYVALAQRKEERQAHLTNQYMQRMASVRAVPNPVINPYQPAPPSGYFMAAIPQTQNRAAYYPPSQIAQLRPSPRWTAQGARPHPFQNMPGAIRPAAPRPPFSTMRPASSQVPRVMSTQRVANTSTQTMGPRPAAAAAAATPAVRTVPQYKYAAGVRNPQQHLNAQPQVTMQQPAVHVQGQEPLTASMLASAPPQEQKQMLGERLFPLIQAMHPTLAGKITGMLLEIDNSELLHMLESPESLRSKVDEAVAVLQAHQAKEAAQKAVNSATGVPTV
Tb MetRS inh – Trypanosoma brucei MetRS inhibition; purified T. brucei MetRS, ATP depletion, Kinase-Glo luminescence; inhibition, % at 11.9 µM; hit rate 0.4% among 360,000;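 active = inhibition above a per-plate cutoff of the control wells' mean inhibition plus 3 SD, cut at about 5.5% in these data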;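 also: 0% = DMSO wells median and 100% = median of wells with control inhibitor compound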
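Assay system: T. brucei methionyl-tRNA synthetase, purified | Medium: HEPES buffer with MgCl2, KCl, DTT, spermine, BSA, pyrophosphatase | Compound: 11.9 µM single point | Incubation: 15 min enzyme-compound preincubation, 2 h reaction, 10 min detection, 25 °C | Measured by: Kinase-Glo luciferase luminescence reporting remaining unconsumed ATP | Measure: % inhibition normalized to control-well medians | Replication: Singlicate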
bovine MsrA act – activators of bovine methionine sulfoxide reductase A; purified bovine MsrA, absorbance read-out; activation, % at 10.6 µM; hit rate 0.3% among 360,000; in the data active = activation above about 7.5%;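 also: 0% = vehicle and 100% = reference activator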
CSN deneddyl inh – blocks human CSN-mediated cullin deneddylation. Purified CSN, SCF-Nedd8-OG deneddylation, fluorescence polarization. Q92905. inhibition, % at 12.5 µM. hit rate 0.38% among 360,000. AID 651999;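 active = pattern-corrected inhibition above about 35%, with an unprinted fluorescence ratio check between 0.5 and 1.5, limit read from the data, passing the limit was not always enough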;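 also: 0% = enzyme with substrate and 100% = substrate without enzyme; some results filed as inactive read as strong as hits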
Target sequence (Q92905 whole entry, looked up, one chain of several): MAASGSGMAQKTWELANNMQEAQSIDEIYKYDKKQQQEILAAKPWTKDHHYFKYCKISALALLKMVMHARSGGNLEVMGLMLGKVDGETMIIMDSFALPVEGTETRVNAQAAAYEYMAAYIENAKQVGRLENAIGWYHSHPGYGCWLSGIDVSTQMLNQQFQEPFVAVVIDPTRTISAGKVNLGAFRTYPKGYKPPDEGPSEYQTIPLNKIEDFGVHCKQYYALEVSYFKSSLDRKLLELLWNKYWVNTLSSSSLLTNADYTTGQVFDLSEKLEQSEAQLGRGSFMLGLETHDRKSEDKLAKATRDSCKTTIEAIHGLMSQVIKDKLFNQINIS
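Detection – fluorescence polarization · System – HEK293T-derived human Csn5 enzyme · Controls – substrate-only high control, full reaction low control · Timing – 90 min, room temperature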
Rin1-Abl PPI inh – blocks binding of human Rin1 to Abl; TR-FRET Rin1/Abl binding, biochemical; P00519+Q13671; AID 588664; hit rate 0.4% among 360,000; inhibition, % at 7.35 µM; in the data active = inhibition above about 5%, passing the limit was not always enough
MsrA inh – inhibits bovine methionine sulfoxide reductase A. hit rate 0.75% among 360,000. purified bovine MsrA, absorbance read-out. AID 651718. inhibition, % at 15.5 µM; in the data active = inhibition above about 4.5%;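 also: 0% = vehicle wells with enzyme and 100% = reference inhibitor wells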
FAS-TE inh – blocks the thioesterase domain of human fatty acid synthase. recombinant FAS-TE, OMFH fluorogenic substrate, fluorescence endpoint. inhibition, % at 15 µM. hit rate 0.67% among 360,000;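 active = compounds whose normalised, plate-corrected inhibition of enzyme fluorescence in the single-dose primary screen is 50% or more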;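 also: 0% = DMSO with enzyme and 100% = substrate without enzyme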
eLon inh – inhibitors of E. coli Lon protease; P0A9M0; purified E. coli Lon protease, fluorescence polarization; inhibition, % at 7.94 µM; hit rate 0.42% among 360,000; in the data active = inhibition above about 13%, passing the limit was not always enough;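 also: 0% = enzyme with probe and DMSO and 100% = no enzyme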
Neddyl block – inhibitors of human cullin neddylation; TR-FRET cullin neddylation, biochemical; calls only at 25 µM; hit rate 0.58% among 360,000; in the data active = inhibition above about 36%
The depositor's hits bear a star; i = inactive; . = not tested or not shown.

item	compound	MsrA inh	Rin1-Abl PPI inh	eLon inh	PABP1 MLLE inh	Neddyl block	Tb MetRS inh	FAS-TE inh	CSN deneddyl inh	bovine MsrA act
1	O=C(COC(=O)c1ccccc1NC(=O)c1ccccc1)c1ccc([N+](=O)[O-])cc1	-0.6	-2	-2	5	i	-0.2	27	-7	0
2	COc1ccc(CSc2nnc(C)n2N)cc1Br	-1.0	2	-3	-5	i	-0.3	-7	3	1
3	COC(=O)c1ccc(C2c3[nH]c4ccccc4c3C[C@H]3C(=O)N(C)CC(=O)N23)cc1 (stereo partly drawn)	-0.4	5	0	-5	i	-0.8	-1	-2	-4
4	COc1ccccc1C(=O)N1CCN(Cc2ccc3c(c2)OCO3)CC1	-0.2	-3	6	-2	i	-0.4	2	1	-2
5	O=C(NCCN1CCOCC1)c1ccc(/C=C2\Sc3ccccc3N(Cc3ccccc3F)C2=O)cc1	0.3	-1	-13	10	i	0.1	11	2	-1
6	O=[N+]([O-])c1cccc(C2=NC(c3ccccc3)CO2)c1 (stereo not drawn)	-0.7	5	-53	12	i	-0.2	11	4	-6
7	COc1ccc(NC(=O)C(NS(=O)(=O)c2cccs2)C(C)C)cc1Cl (stereo not drawn)	-0.5	-2	-10	1	i	0.2	0	0	-2
8	N/C(=N\O)c1ccc(N2CCN(c3ncccc3C(F)(F)F)CC2)nc1	-1.2	0	-1	1	i	0.2	-10	5	-3
9	Cc1cccc(OCCC(=O)Nc2ccc(S(=O)(=O)N3CCCC3)cc2)c1	-0.3	3	3	-17	i	-0.1	20	-2	-3
10	O=C(Oc1ccc2c3c(c(=O)oc2c1)CCCC3)c1ccco1	1.9	-3	-6	-9	.	-0.3	11	0	-2
11	CCOC(=O)c1cc(OC)c2cccc(CN3CCCC(C)(C(=O)NCCOC)C3)c2c1 (stereo not drawn)	0.3	-4	-2	-2	i	-0.1	-1	0	1
12	Cc1ccc(N(CCC#N)C(=O)CSc2nc3ccccc3c(=O)[nH]2)cc1	1.0	3	-2	32	i	-0.2	-6	0	1
13	C/C(CCc1ccc2c(c1)OCO2)=N\NC(=S)NC(C)C	0.0	-1	-2	3	i	-0.1	6	-1	-3
14	O=C(OCC(=O)N1CCCC1=O)c1cc(Cl)ccc1O	0.9	-3	-5	2	i	0.4	-4	-3	-1
15	Cc1ccc(NC(=O)c2ccc3ccccc3n2)cc1S(=O)(=O)N(C)C	0.5	-1	-2	0	i	-0.3	25	0	-4
16	Cc1ccccc1C(=O)Nc1sc2c(c1C(=O)O)CCC2	2.5	0	4	30	i	0.8	-6	3	-3
17	COc1cc(CC(NC(C)=O)C(=O)NC2CCN(c3c(Cc4ccccc4)c(C)nc4ncnn34)CC2)cc(OC)c1 (stereo not drawn)	0.3	-3	-6	1	i	0.1	-3	-10	-2
18	Cc1cc(N2CCCCC2)n2nc(C)c(-c3ccccc3)c2n1	1.2	-1	1	1	.	-1.1	19	4	-4
19	COc1ccc(OCC(=O)NNC(=S)NC(=O)C2CCCCC2)cc1	0.2	-1	3	8	i	-0.3	1	5	4
20	O=C(NC(=S)NCc1ccccc1)c1ccccc1F	1.3	-1	-8	26	i	-1.5	17	-3	-12
21	CC[C@@H]1[C@H]2CCCC(=O)N3CC[C@@H](C[C@H]1O)[C@@H]23	0.4	4	-1	15	i	-0.3	-9	1	-1
22	Cc1nc2cc(C(F)(F)F)ccc2n1C1CCN(CC(=O)NC(C)(C)C)CC1	-1.0	2	-10	-12	i	-0.7	-9	-1	-1
23	O=S1(=O)N[C@H](Cc2ccccc2)COc2cccc(N3CCSCC3)c21	1.5	.	-5	.	i	-2.2	12	-4	-13
24	N#Cc1cccc(S(=O)(=O)NCC(=O)OCC(=O)c2ccc[nH]2)c1	-0.5	1	-2	-18	i	0.2	-3	3	-2
25	Cc1ccccc1NS(=O)(=O)c1ccc(OCCNS(C)(=O)=O)cc1	-0.3	-3	1	4	i	0.0	-9	-1	-2

Exported as labelled records: entries from further up.
#7 COc1ccc(NC(=O)C(NS(=O)(=O)c2cccs2)C(C)C)cc1Cl (stereo not drawn)
  MsrA inh: -0.5 | Rin1-Abl PPI inh: -2 | eLon inh: -10 | PABP1 MLLE inh: 1 | Neddyl block: i | Tb MetRS inh: 0.2 | FAS-TE inh: 0 | CSN deneddyl inh: 0 | bovine MsrA act: -2

#8 N/C(=N\O)c1ccc(N2CCN(c3ncccc3C(F)(F)F)CC2)nc1
  MsrA inh: -1.2 | Rin1-Abl PPI inh: 0 | eLon inh: -1 | PABP1 MLLE inh: 1 | Neddyl block: i | Tb MetRS inh: 0.2 | FAS-TE inh: -10 | CSN deneddyl inh: 5 | bovine MsrA act: -3

Next compounds follow.
item	compound	MsrA inh	Rin1-Abl PPI inh	eLon inh	PABP1 MLLE inh	Neddyl block	Tb MetRS inh	FAS-TE inh	CSN deneddyl inh	bovine MsrA act
26	COc1ccc(C2=C3C(=O)OCC3Cc3ncn(Cc4ccccc4)c32)cc1 (stereo not drawn)	3.0	-2	2	6	i	-0.2	7	2	7
27	Cc1nnsc1C(=O)NNC(=O)Nc1ccccc1	1.3	3	-3	-13	i	-0.1	-1	-1	-1
28	Cc1ccc(S(=O)(=O)N2CCCCC2)cc1NC(=O)c1ccc2ccccc2n1	-0.2	-5	10	6	i	0.3	-9	-9	-4
29	CC(=O)c1ccc(N2CCN(C(=O)c3ccc(Cn4c(=S)[nH]c5ccc(N6CCOCC6)cc5c4=O)cc3)CC2)cc1	5.0*	-6	-6	-90	i	0.2	45	2	-5
30	CCOC(=O)C1CN(S(=O)(=O)c2ccccc2)c2cc(S(=O)(=O)CC)ccc2O1 (stereo not drawn)	-1.7	-1	5	8	i	-0.3	2	-2	-2
31	COC(=O)[C@]12CCCCC=C1N(CCc1ccc(OC)c(OC)c1)C(=O)[C@H](CC(=O)NCCCCc1ccccc1)C2	-1.1	.	.	.	i	-0.4	.	-2	.
32	Cc1ccc(N=C2C(=O)Nc3ccc(Br)cc32)cc1	-1.1	-2	3	-11	i	-0.6	4	3	1
33	CC1CCc2sc(C(=O)N3CCN(c4ncccn4)CC3)cc2C1 (stereo not drawn)	-0.6	-1	12	-10	i	-0.8	5	1	-5
34	NC(=O)NC(CC(=O)NNC(=O)c1ccccn1)c1ccc(Cl)cc1 (stereo not drawn)	-0.8	4	7	-4	i	-0.1	-5	-3	1
35	COc1ccccc1NS(=O)(=O)c1cc(NC(=O)c2ccccc2C)ccc1N1CCOCC1	-0.8	0	-13	11	i	-0.4	53*	5	-2
36	COc1ccc(C(=O)Nc2c(N)nc(SCC(=O)Nc3ccc(NC(C)=O)cc3)[nH]c2=O)cc1OC	0.1	3	12	12	i	-0.3	-8	1	-4
37	O=C(NCC(=O)N1CCCCCC1)c1ccc(Br)cc1	-0.2	0	2	8	i	1.2	-1	0	-2
38	CCN(CC)CCN(C(=O)CN1C(=O)c2ccccc2C1=O)c1nc2cc3c(cc2s1)OCO3	-1.1	0	-5	-14	i	0.2	21	-2	-3
39	CCCn1c(N)c(C(=O)CN2CCN(S(=O)(=O)c3cccc(Cl)c3)CC2)c(=O)[nH]c1=O	-0.9	-5	6	0	i	-0.3	-2	-3	-2
40	COc1ccc(/C=C2\SC(=S)N(CCC(=O)N3CCCCC3)C2=O)cc1	0.7	2	-3	16	i	-0.5	4	1	-3
41	CCc1ccc(N(C(=O)c2snc(C(N)=O)c2N)C(C(=O)NC2CCCC2)c2ccncc2)cc1 (stereo not drawn)	-0.6	3	-6	-5	i	-0.1	15	1	-2
42	CNC(=O)/C(=C/c1ccc2c(c1)OCO2)NC(=O)c1ccc(Br)cc1	0.2	-1	-5	-3	i	-0.5	8	0	-6
43	Cn1nc(-c2ccccc2)c(CSc2cccc(Cl)c2)c1Cl	1.2	0	6	-3	i	-0.4	31	-3	2
44	Nc1nnn(CC(=O)N/N=C/c2ccco2)n1	-0.3	-2	-8	10	i	-0.4	-5	-9	-1
45	CCc1ccc(NC(=O)c2ccc(F)c(S(=O)(=O)N(CC)c3ccccc3)c2)cc1	-0.7	-4	-4	-9	i	0.5	22	-15	0
46	CC(=O)c1ccc(N2CCN(C(=O)Cn3cnc(S(=O)(=O)N4CCCCC4)c3)CC2)cc1	3.4	4	-4	-7	i	-0.5	-5	-4	-5
47	Cc1ccccc1CSc1nnc(-c2ccccc2)c(=O)[nH]1	0.5	1	-9	-4	i	-1.2	3	-9	-10
48	O=C(COc1ccc2ccccc2c1Br)NCc1ccccn1	0.7	-5	2	13	i	-0.2	3	4	-2
49	CCCC12CN3CC(C)(CN(C1)C31C(=O)Nc3ccc(C)cc31)C2=O (stereo not drawn)	1.6	-8	2	3	i	-1.1	-10	3	-5
50	O=C(Nc1cccc(C(=O)N2CCCC2)c1)C1CC1	-0.8	-3	-12	3	i	-0.1	-4	-1	-11
51	O=C(NC1CCCc2ccccc21)C1CCN(S(=O)(=O)c2cnc[nH]2)CC1 (stereo not drawn)	-0.4	-3	5	-1	i	0.0	-12	-4	-5
52	CCN=C1S/C(=C\c2cn(CC(=O)NCc3ccco3)c3ccccc23)C(=O)N1CC	0.8	-3	-5	-32	i	-0.5	-13	4	-3
53	COc1cc(-c2noc(C3CCCN(S(=O)(=O)c4cccc(Cl)c4)C3)n2)cc(OC)c1OC (stereo not drawn)	1.1	2	7	-8	i	-1.3	51*	-8	-6
54	O=C(NCCOc1ccccc1)c1cc(S(=O)(=O)N2CCOCC2)ccc1F	-0.4	-2	11	3	i	-0.4	-2	5	-7
55	Cc1ccc2c(c1)N1C(=O)c3ccccc3C1C1=C(CC(C)(C)CC1=O)N2 (stereo not drawn)	2.4	1	-4	10	i	-1.0	0	1	-6
56	CCOC(=O)C1C(c2ccccc2O)NC(=O)NC1(O)C(F)(F)F (stereo not drawn)	0.2	0	-5	4	i	-0.1	-4	-5	0
57	COc1cc(F)ccc1-c1csc(C(C)(O)c2ccccc2)n1 (stereo not drawn)	0.3	-2	-2	-4	i	-0.3	16	2	-4
58	O=C(CSc1ccc([N+](=O)[O-])cn1)Nc1ccc(N2CCOCC2)cc1	-1.7	-4	-6	9	i	-0.5	26	-3	-2
59	CSc1ccc(-c2sc(Nc3ccccc3)n[n+]2-c2ccccc2)cc1	.	-5	-14	-55	i	-0.3	-143	2	-4
60	CCN1C(=O)[C@H]2[C@@H](c3ccc(-c4ccc(C(C)=O)cc4)cc3)N[C@@](Cc3ccccc3)(C(=O)OC)[C@H]2C1=O	2.0	1	-3	3	i	-0.2	29	-5	1
61	O=C(O)c1cccc(C(=O)Cc2ccccc2)c1	-0.8	1	-3	-7	i	-0.8	-8	0	2
62	COc1ccc(C(=O)Nc2ccnn2C2CCN(C3CCC3)CC2)cc1	-0.5	-1	1	9	i	-0.6	-6	2	-2
63	Cc1c(/C=N/NC(=O)c2ccc3c(c2)OCO3)cnn1C	-0.1	5	-5	5	i	-1.3	-18	-5	-15
64	CC1CCCN(C(=S)Nc2ccc(F)cc2)C1 (stereo not drawn)	-0.4	5	2	-96	i	-0.4	-2	-6	-2
65	O=C(NCc1ccccn1)C(=O)Nc1cc2c3c(c1)CC(=O)N3CCC2	-0.5	2	-1	-7	i	-0.2	-4	-1	-2
66	CN(CC(=O)Nc1ccc(Cl)cc1)C(=O)c1ccc(NS(=O)(=O)c2ccc3[nH]c(=O)[nH]c3c2)cc1	1.5	2	9	-12	i	-0.3	-4	-2	-11
67	CCCCCc1ccc(S(=O)(=O)Nc2cc(C)ccn2)cc1	0.8	-1	3	-13	i	-0.7	-6	1	-2
68	Cc1cc(C(=O)COC(=O)c2ccc[nH]c2=O)c(C)n1CCc1ccc(F)cc1	1.4	-1	7	-5	i	-0.5	-1	0	-6
69	COCCCNC(=O)c1ccccc1SC	2.7	-1	-7	25	i	0.2	-8	0	-2
70	CCNC(=O)NC(=O)CSc1ccc(S(=O)(=O)N2CCCCC2)cn1	-1.4	-1	7	15	i	0.4	-10	-2	-2
